TRb-SRC2 inh – disrupts binding of human TR beta to SRC2; P10828; TRbeta-SRC2 peptide binding, fluorescence polarization; receptor liganded with 1 µM T3; Potency, µM (highest dose often 106 µM), for the others: top-dose activity change, negative = inhibition, most hits filed as inhibitors; 280,000 compounds, 0.065% hits; AID 1469;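 also: plate controls were bound peptide for no effect and peptide without receptor for full effect; nearly all actives have a fitted effect of over 50% in size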
Target sequence (P10828 whole entry, looked up): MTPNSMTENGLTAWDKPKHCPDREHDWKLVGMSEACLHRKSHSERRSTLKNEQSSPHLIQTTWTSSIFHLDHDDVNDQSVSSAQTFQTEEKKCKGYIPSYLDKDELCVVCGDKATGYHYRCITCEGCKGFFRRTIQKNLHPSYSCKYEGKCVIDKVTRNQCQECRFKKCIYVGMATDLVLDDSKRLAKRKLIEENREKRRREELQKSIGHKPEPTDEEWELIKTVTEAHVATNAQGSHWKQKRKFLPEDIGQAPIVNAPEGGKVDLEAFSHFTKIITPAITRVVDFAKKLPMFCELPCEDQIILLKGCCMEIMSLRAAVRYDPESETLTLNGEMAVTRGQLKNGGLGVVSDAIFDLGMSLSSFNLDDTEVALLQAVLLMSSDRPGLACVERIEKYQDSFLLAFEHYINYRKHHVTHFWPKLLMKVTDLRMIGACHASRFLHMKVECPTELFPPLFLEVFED
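Each compound concentration gave % activity, normalized to unbound and bound Texas Red SRC2 controls, from polarization read after 5 hr ambient incubation with T3-loaded human TRb LBD.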
ALDH1A1 inh – blocks purified human ALDH1A1 activity | 220,000 compounds, 7.3% hits | P00352 | Purified ALDH1A1, NADH fluorescence, propionaldehyde substrate | AID 1030 | Potency, µM (highest dose often 75.3 µM), for inactives: at the highest dose activity, negative = inhibition, usual class: inhibitors; active = well fitted inhibition curve with a large enough effect, not every such curve was filed as active; inconclusive = small, poorly fitted or top-dose-only effect, or another doubt; inactive = no such curve, though single readings can be large or run the other way;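 also: plate controls were no enzyme wells and a reference inhibitor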
RECQ1 inh – RECQ1 (human) helicase inhibition; 240,000 compounds, 0.54% hits; P46063; Potency, µM (doses to about 57.3 µM), for inactives: at the highest dose activity, negative = inhibition, hits mostly inhibitors; RECQ1 DNA unwinding, red fluorescence kinetic read;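 also: plate controls were vehicle for no effect and no enzyme for full effect; nearly all actives have a fitted effect of over 30% in size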
Target sequence (P46063 whole entry, looked up): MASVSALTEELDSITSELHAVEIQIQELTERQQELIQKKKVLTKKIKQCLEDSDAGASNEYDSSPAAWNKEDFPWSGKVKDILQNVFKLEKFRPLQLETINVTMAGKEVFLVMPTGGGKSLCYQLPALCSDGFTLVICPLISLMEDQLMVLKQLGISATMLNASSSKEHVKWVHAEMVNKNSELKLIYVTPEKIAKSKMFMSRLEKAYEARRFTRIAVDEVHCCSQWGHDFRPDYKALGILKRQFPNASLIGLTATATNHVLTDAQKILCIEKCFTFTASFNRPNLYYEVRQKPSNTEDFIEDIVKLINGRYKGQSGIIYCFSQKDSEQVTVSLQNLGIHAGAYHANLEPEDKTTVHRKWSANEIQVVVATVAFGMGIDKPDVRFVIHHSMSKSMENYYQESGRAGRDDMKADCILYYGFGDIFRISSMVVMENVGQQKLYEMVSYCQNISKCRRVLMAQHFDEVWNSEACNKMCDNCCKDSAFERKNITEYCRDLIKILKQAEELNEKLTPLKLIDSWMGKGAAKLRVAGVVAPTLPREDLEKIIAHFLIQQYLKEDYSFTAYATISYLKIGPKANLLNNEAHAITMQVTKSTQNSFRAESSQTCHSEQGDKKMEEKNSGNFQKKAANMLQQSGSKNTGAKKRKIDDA
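RECQ1T1 50 nM; forked duplex (20 bp + 30-nt ss tails) 200 nM, ATP 2 mM final; pH 8.0, 2 mM MgCl2, 2.5 ug/ml poly(dI-dC); 15 min compound preincubation; discontinuous kinetic read over 2 h at RT.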
TexasRed fluor – Texas Red fluorescence interference in TRb-SRC2 counter-screen; TRb/SRC2 Texas Red total fluorescence interference; Potency, µM (highest dose often 106 µM), without a hit: at the top dose fluorescence change, negative = quenching; 280,000 compounds, 0.29% hits; AID 1479; active = well fitted curve in either direction with a large enough effect; inconclusive = small, poorly fitted or top-dose-only effect; also: % is scaled to controls: 0 for no effect and ±100 for the full control effect
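Human TRβ ligand-binding domain (0.6 uM) and Texas Red SRC2 peptide (20 nM) in Tris buffer with 1 uM T3 and 5% DMSO were incubated with pinned compound for 5 hr at ambient temperature. Total fluorescence was computed as S + 2P (555/632 nm).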
RGS12 GoLoco inh – RGS12 GoLoco-Gai1 interaction inhibition | 230,000 compounds, 0.44% hits | Potency, µM (doses to about 61.6 µM), inactives show at the highest dose activity, negative = inhibition, usual class: inhibitors | Gai1:RGS12 GoLoco peptide FP, rhodamine, 10 min; active = well fitted inhibition curve with a large enough effect, not every such curve was filed as active; inactive = no such curve, though single readings can be large or run the other way; also: % is scaled to controls: 0 for no effect and ±100 for the full control effect; nearly all actives have a fitted effect of over 30% in size; many of its hits are not listed in these tables
SMN2 splice up – SMN2 splice variant enhancement | 210,000 compounds, 2.8% hits | HEK293 SMN2-luciferase splicing reporter, luminescence, 30-36 h | Potency, µM (highest dose often 46.1 µM), for the others: top-dose activity change, positive = activation, usual class: activators | AID 1458; also: % of control where 0% means no effect; nearly all actives have a fitted effect of over 55% in size
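HEK293 cells carry an SMN2 minigene-luciferase reporter in which exon 7 inclusion puts luciferase in frame. Cells were seeded at 2000 cells/well, attached for 10-12 hours, then exposed to compounds for 30-36 hours at 37C before ONE-Glo luminescence.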
Lamin A splicing – changes lamin A minigene splicing in HeLa cells; HeLa LMNA splicing GFP/RFP minigene ratio, 48 h; Potency, µM (top dose mostly 46.1 µM), for inactives: top-dose ratio change, negative = inhibition, hits mostly inhibitors; 200,000 compounds, 0.01% hits; active = well fitted inhibition curve with a large enough effect in the signal ratio, with a control signal flat, not every such curve was filed as active; inconclusive = small, poorly fitted or top-dose-only effect, or effect the other way, or a change in a side signal; the % refers to the signal ratio; also: % is scaled to controls: 0 for no effect and ±100 for the full control effect
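S3 HeLa stable clones carrying a lamin A-EGFP splicing minigene plus DsRed2 were seeded at 600 cells/well in Opti-MEM with 2% FBS, pin-dosed and incubated 48 h at 37°C. Acumen cytometry (488 nm) gave the GFP/RFP total-intensity ratio.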
JMJD2E inh – blocks human JMJD2E demethylase activity | B2RXH2 | 230,000 compounds, 1.6% hits | Potency, µM (doses to about 57.1 µM), inactives show at the top dose activity change, negative = inhibition, usual class: inhibitors | JMJD2E catalytic domain, FDH-coupled NADH fluorescence (FDH is formaldehyde dehydrogenase); active = well fitted inhibition curve with a large enough effect, not every such curve was filed as active; inconclusive = small, poorly fitted or top-dose-only effect, or another doubt; inactive = no such curve, though single readings can be large or run the other way;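 also: 0% = wells with enzyme and -100% = buffer wells without enzyme; nearly all actives have a fitted effect of over 50% in size; many of its hits are not listed in these tables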
* marks the source's active call; other numbers are inactive results; i = inactive; ? = inconclusive; . = not tested or not shown; & = joins results of further samples; [ ] = another dose, or the depositor's remark. Unless noted, calls follow the shape of the dose curve; as a rule, active = well fitted curve in the direction sought with a large enough effect; inconclusive = small, poorly fitted or top-dose-only effect, or another doubt; inactive = no such curve, though single readings can be large; an effect the other way counts as inactive or inconclusive. Potency is read from the fitted curve at half-maximal effect. A portion of the library (hit frequency here may not be typical).

entry | SMILES | TRb-SRC2 inh | ALDH1A1 inh | RECQ1 inh | TexasRed fluor | RGS12 GoLoco inh | SMN2 splice up | Lamin A splicing | JMJD2E inh
1 | Cn1c(SCC(=O)c2ccc(F)cc2)nnc1-c1cnccn1 | -27% | ? | i | 1% | . | . | 10% | -1%
2 | COc1ccc(CC(=O)N2CCN=C2SC)cc1OC | -4% | 7% | i | -4% | 7% | -5% | ? | 5%
3 | CS/C(N)=N/N=C/c1cc(C)ccc1O | -6% | . | -12% | -3% | 5% | . | . | ?
4 | CC1(C)CN(c2cccc(C#N)c2)C1=O | -3% | -1% | -2% | 0% | 5% | 6% | 15%[46 µM] | -7%
5 | CC1C(c2ccccc2)N(C)C(c2ccccc2)CC1(O)c1ccc(F)cc1 (stereo not given) | 8% | 4% | -13% | -1% | -6% | -28% | . | -14%
6 | COc1ccc(CNC(=O)CC2Sc3ccccc3NC2=O)cc1 (stereo not given) | 8% | 6% | -5% | 0% | 3% | -9% | -4%[46 µM] | 1%
7 | Cc1ccc(-c2nc3c(c(=O)[nH]c(=O)n3Cc3ccccc3)n2Cc2ccccc2)o1 | -2% | ? | -16% | -5% | 34%[activator] | -12% | . | 6%
8 | Cc1ccc2nc3c(cc(C#N)c(=N)n3CC3CCCO3)c(=O)n2c1 (stereo not given) | -2% | ? | 12% | -1% | 0% | 6% | -1% | ?
9 | CC(=O)N1N=C(c2ccc3nccnc3c2)CC1c1ccccc1 (stereo not given) | -2% | -1% | -12% | -3% | 7% | -10% | 19% | 4%
10 | O=C(Nc1ccc(Cc2ccncc2)cc1)c1cc([N+](=O)[O-])ccc1N1CCOCC1 | 8% | -3% | i | -2% | -16% | -7% | ? | 1%
11 | CC(C)=C(NC(=O)c1ccccc1)C(=O)Nc1ccc(C(=O)O)cc1 | -3% | . | -15% | 1% | -4% | . | . | -6%
12 | Nc1nnc(SCC(=O)Nc2ccc(S(=O)(=O)N3CCOCC3)cc2)s1 | -5% | -4% | i | -4% | 0% | 14% | -5% | -4%
13 | CCCCC(CC)COC(=O)COc1ccc(Cl)cc1Cl (stereo not given) | 1%[201 µM] | ? | 10% | -6%[201 µM] | -1% | 8% | . | .
14 | O=C(Cn1cnc2c(nnn2Cc2ccc(F)cc2)c1=O)N1CCCc2ccccc21 | -10% | -3% | -4% | -3% | -1% | -5% | 4% | 9%
15 | CCN(CCn1cccn1)C(=O)c1cc(COc2cccc3cccnc23)on1 | 1% | -3% | i | 3% | 9% | . | . | ?
16 | O=C(O)c1ccc(Cl)c(S(=O)(=O)N2CCCCCC2)c1 | 7% | 13% | -8% | 1% | 2% | -1% | 2% | 6%
17 | COC(=O)C1CCN(CC(=O)Nc2sc3c(c2C#N)CCC3)CC1 | -3% | -6% | -24% | 1% | 8% | -7% | ? | -6%
18 | CC1CN(C(=O)c2ccccc2Nc2ccc(SC(F)F)cc2)CC(C)O1 (stereo not given) | -7% | 13% | 2% | -2% | 6% | -5% | . | 12%
19 | COc1ccc(CCNC(=O)C(=O)NCc2ccc(Cl)cc2)cc1OC | 0% | 0.63µM* | 2% | 0% | -14% | -29% | . | -5%
20 | CCC/C(O)=C1\C(=O)CCCC1=NCCc1c(C)[nH]c2ccc(C)cc12 | 0% | . | 9% | -4% | 3% | . | . | -6%

Among those listed so far, these have an NH in an aromatic ring.
entry | SMILES | TRb-SRC2 inh | ALDH1A1 inh | RECQ1 inh | TexasRed fluor | RGS12 GoLoco inh | SMN2 splice up | Lamin A splicing | JMJD2E inh
7 | Cc1ccc(-c2nc3c(c(=O)[nH]c(=O)n3Cc3ccccc3)n2Cc2ccccc2)o1 | -2% | ? | -16% | -5% | 34%[activator] | -12% | . | 6%
20 | CCC/C(O)=C1\C(=O)CCCC1=NCCc1c(C)[nH]c2ccc(C)cc12 | 0% | . | 9% | -4% | 3% | . | . | -6%

The main list resumes, starting three compounds before the break.
entry | SMILES | TRb-SRC2 inh | ALDH1A1 inh | RECQ1 inh | TexasRed fluor | RGS12 GoLoco inh | SMN2 splice up | Lamin A splicing | JMJD2E inh
18 | CC1CN(C(=O)c2ccccc2Nc2ccc(SC(F)F)cc2)CC(C)O1 (stereo not given) | -7% | 13% | 2% | -2% | 6% | -5% | . | 12%
19 | COc1ccc(CCNC(=O)C(=O)NCc2ccc(Cl)cc2)cc1OC | 0% | 0.63µM* | 2% | 0% | -14% | -29% | . | -5%
20 | CCC/C(O)=C1\C(=O)CCCC1=NCCc1c(C)[nH]c2ccc(C)cc12 | 0% | . | 9% | -4% | 3% | . | . | -6%
21 | CCOC(=O)C1CCN(c2ncnc3c(C)csc23)CC1 | 2% | . | -1% | -1% | 7% | . | . | -6%
22 | Cc1ccc(C(=O)CSc2nnc(CNc3nc(-c4ccccc4)cs3)n2C)cc1 | 3% | 14µM* | -13% | -6% | 4% | -8% | ? | -11%
23 | Cc1cc(NCc2ccccc2)n2ncnc2n1 | 4% | 8% | i | 0% | 30%[activator] | -23% | -11%[46 µM] | 3%
24 | O=C(Nc1ccc2c(c1)OCCO2)C1CCN(S(=O)(=O)c2cccs2)CC1 | 5% | ? | -10% | -1% | 2% | -13% | 1% | 1%
25 | O=C(O)CSc1ncnc2sc(-c3ccccc3)cc12 | -6% | -10% | 3% | -3% | 1% | 2% | -6%[46 µM] | ?
26 | Cc1ccn2c(CNCCn3nc(C)cc3C)c(C(=O)N3CCCCCC3)nc2c1 | -3% | ? | i | -2% | 1% | . | ? | ?
27 | CCOc1ccc(C(=O)N/N=C(\c2ccccc2)c2ccccn2)cc1 | 8% | -11% | -11% | 1% | 22% | -63%[inhibitor] | ? | -25%
28 | COc1cccc(C2c3[nH]c4ccccc4c3CCN2Cc2cccn2-c2ncccn2)c1 (stereo not given) | 5%[53 µM] | -1% | -2% | -2%[53 µM] | 14% | . | -37%[46 µM] | ?
29 | O=C(CCCc1ccccc1)c1ccc2c(c1)OCCO2 | -14% | ? | -7% | 1% | -7% | -41%[inhibitor] | ? | -24%
30 | COc1cccc(N2CCN(c3ncnc4c3[nH]c3ccc(F)cc34)CC2C)c1 (stereo not given) | 8% | -6% | -10% | -7% | 3% | -98%[inhibitor] | ? | ?
31 | COc1ccc(S(=O)(=O)N2C3CCC2CC(NC(=O)C2CC2)C3)cc1 (stereo not given) | -11% | ? | 8% | 1% | -1% | -4% | -1% | -1%
32 | NC(=O)CSc1nnc(-c2ccccn2)n1N | -6% | . | 16% | -1% | -2% | . | . | 7%
33 | COc1ccc(-n2c(-c3cccc(OC)c3)nc(=S)c3c2CCCC3)cc1 | 5% | ? | -8% | 0% | 5% | 2% | -2% | 8%
34 | CSc1n[nH]c(NC2=CC(=O)CCC2)n1 | 4% | ? | -7% | 1% | . | . | -2% | -4%
35 | Cc1cc(C(F)F)n2ncc(C(=O)N3CCc4ccccc4C3)c2n1 | -3% | ? | i | -2% | 2% | 9% | -8% | -7%
36 | CC(=O)N1c2c(cc(Br)cc2S(=O)(=O)NCc2ccc3c(c2)OCO3)CC1C (stereo not given) | 3% | -1% | -2% | -2% | -6% | 19% | -14% | 3%
37 | Cc1ccc(S(=O)(=O)CCc2ccccn2)cc1 | -1% | 7% | i | 0% | -2% | 18% | -3% | 4%
38 | O=C(Nc1nnc(Cc2ccc(Cl)cc2)s1)c1ccco1 | -4% | 9% | i | 1% | -3% | 29% | 1% | -7%
39 | COc1ccc([N+](=O)[O-])cc1NC(=O)c1cn(-c2ccc(C)c(C)c2)c(=O)c2ccccc12 | 8% | -12% | -11% | 2% | 0% | -18% | 0% | 5%
40 | C=C(C)CC1(c2ccccc2)Oc2ccccc2-c2nc3cc(Cl)c(Cl)cc3nc21 (stereo not given) | 4%[11.2 µM] | -17%[13.5 µM] | 9%[11.5 µM] | 0%[11.2 µM] | . | . | . | .

The listing continues.
Under each structure: TRb-SRC2 inh, ALDH1A1 inh, RECQ1 inh, TexasRed fluor, RGS12 GoLoco inh, SMN2 splice up, Lamin A splicing, JMJD2E inh
(41) O=C(Nc1nccs1)c1ccc(Cl)cc1[N+](=O)[O-]
    -1%, 19%, -2%, -2%, 11%, 0%, 8%, 2%
(42) CCOc1c(S(=O)(=O)N2CCCC2)ccc(Cl)c1Cl
    -24%, ?, 0%, -1%, -17%, 17%, -16%, 6%
(43) O=C(NC1CC1)c1cc2c(s1)CS(=O)(=O)C2
    -1%, 6%, 21%, -3%, 3%, ., ., -11%
(44) COc1ccc(OC)c(NC(=O)CCNC(=O)Cn2cnc3ccccc3c2=O)c1
    7%&1%, -3%, -3%, 4%&0%, -3%, 7%&-2%, ., 0%
(45) Cn1cnnc1SCC(=O)Nc1sc2c(c1C(N)=O)CCC2
    1%, ?, 32µM*, -9%, 73%[activator], -5%, -1%, ?
(46) Cc1ccc(-n2ncc3c(NCCCN4CCCC4=O)ncnc32)c(C)c1
    -2%, ?, -5%, -1%, 11%, -56%, ?, ?
(47) COc1cccc(-c2nnc(SCCC(=O)O)n2C)c1
    6%, -1%, 10%, -2%, -13%, ., -9%, 8%
(48) FC(F)(F)c1cc(-c2ccco2)nc(NCc2ccco2)n1
    -7%, -17%, -11%, 1%, 23%, -11%, -7%, ?
(49) CC1CCCC(C)N1NC(=O)c1cccc(S(=O)(=O)N2CCc3ccccc32)c1 (stereo not given)
    -3%, 2%, -14%, 2%, 3%, -8%, ?, 16%
(50) O=C(Oc1ccccc1N1C(=O)C2CCCCC2C1=O)c1ccccc1 (stereo not given)
    4%, 19%, -2%, 2%, 1%, 21%, -3%, 7%
(51) O=C(NCCc1ccccc1)C1CCCN(S(=O)(=O)c2cccc3nonc23)C1 (stereo not given)
    2%, -4%, -4%, -2%, 12%, -2%, -6%, 10%
